14-3-3g Raf = alters human 14-3-3 gamma binding to Raf peptide. P61981. FP, 14-3-3gamma / TMR-pS259-Raf peptide binding. inhibition, % at 40 µM. 0.19% of 160,000 active; in the data active = inhibition above about 30%;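 also: 0% = protein plus tracer without compound and 100% = blank with tracer alone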
Target sequence (P61981 whole entry, looked up): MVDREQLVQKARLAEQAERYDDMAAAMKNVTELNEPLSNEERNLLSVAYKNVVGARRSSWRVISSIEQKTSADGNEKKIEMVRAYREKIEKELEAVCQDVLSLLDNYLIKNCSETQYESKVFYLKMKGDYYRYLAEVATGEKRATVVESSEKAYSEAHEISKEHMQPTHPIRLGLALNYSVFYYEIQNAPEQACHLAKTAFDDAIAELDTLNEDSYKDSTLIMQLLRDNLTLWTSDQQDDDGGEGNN
* = called active by the depositor; & = joins results of further samples. Not all compounds are listed (hit frequency here may not be typical).

SMILES	14-3-3g Raf
COC(=O)C(NC(=O)c1ccc(OC)cc1)C(C)C (stereo not given)	-13.3
CCN(CC)C(=O)c1c[nH]c2ccc(S(=O)(=O)Nc3ccccc3C)cc2c1=O	-14.1
Cc1ccc(-n2ncc3c(=O)[nH]c(SCC(=O)Nc4ccccc4)nc32)cc1C	7.5
COC(=O)c1cc2c(s1)CN(C1CCCc3ccccc31)C2 (stereo not given)	-44.1
O=C(NCc1ccc2c(c1)OCO2)c1ccc2nc3ccc(Cl)cc3c(=O)n2c1	-5.8
O=c1[nH]c2ccccc2nc1Cc1ccccc1	-1.6&-5.8
COc1cc(OC)cc(C(=O)Nc2nc(-c3ccccc3)c(C)s2)c1	1.0
COc1cccc2c1NC(c1ccc(Br)cc1)C1CC=CC21 (stereo not given)	-116.4
CCOC(=O)c1c(NC(=O)c2ccc(S(=O)(=O)N3CCc4ccccc43)cc2)sc2c1CCCC2	-0.1
Brc1ccc(-c2cn3ccccc3n2)cc1	-9.2
O=C(O)CCc1ccc(-c2cccs2)n1Cc1ccco1	-7.2
COC(=O)c1ccc(NC(=O)c2cc3c(CO)cnc(C)c3oc2=Nc2ccc(C(N)=O)cc2)cc1	4.1
COC(=O)C1=CN(C2CCCC2)C=C(C(=O)OC)C1c1ccc(C)s1	-1.6
Cc1cc(C)c2c(n1)nn1c(N3CCN(c4ccccc4C)CC3)cc(C)nc21	-17.8
Cn1ccnc1SCC(=O)Nc1ncc([N+](=O)[O-])s1	-7.5
COc1ccc(-n2cc(C(=O)Nc3ccc(C)cc3Br)c3ccccc3c2=O)cc1	2.1
CCOc1ccc(C2CC(c3ccc(F)cc3)n3ncnc3N2)cc1 (stereo not given)	8.8
CN(C(=O)c1cn(-c2ccc(Cl)cc2)c(=O)c2ccccc12)c1ccc(Cl)cc1	2.1
CCCCN(CC)C(=O)c1c[nH]c2ccc(S(=O)(=O)Nc3ccccc3F)cc2c1=O	6.5
CCN(CC)c1ccc(C2C3=C(CC(C)(C)CC3=O)Nc3ccc4ccccc4c32)cc1 (stereo not given)	-7.0
CCOc1ccc(OCC)c(NC(=O)C(NS(=O)(=O)c2ccc3c(c2)oc(=O)n3C)C(C)C)c1 (stereo not given)	-7.9
CCOC(=O)c1[nH]c2c(c1C)C(=O)CC(c1ccc(OC)cc1)C2 (stereo not given)	-5.5
CCN(CC)S(=O)(=O)c1ccc(NC2c3ccccc3C(=O)N2CCN2CCOCC2)cc1 (stereo not given)	-3.3
CCOc1ccc(-n2ccnc2SCC(=O)Nc2nnc(C)s2)cc1	-9.2
CCN(C1CCCCC1)S(=O)(=O)c1ccc(F)cc1	-2.5
COc1ccc(OC)c(N=C2NC(=O)CC(C(=O)Nc3cc(C(F)(F)F)ccc3Cl)S2)c1 (stereo not given)	3.3
COc1ccc(-c2nc(-c3ccccc3OC)no2)cc1OC	0.9
O=[N+]([O-])c1cccc(C2SCCN2S(=O)(=O)c2ccc(I)cc2)c1 (stereo not given)	12.9
CCCCCn1c(=S)[nH]c2cc(C(=O)Nc3ccc(C)c(C)c3)ccc2c1=O	2.4
Cc1ccc(N2C(=O)CSC2c2ccccn2)cc1Cl (stereo not given)	1.3
N#Cc1ccc(N2C(=O)C3C(C2=O)C2C=CC3C23CC3)cc1 (stereo not given)	-4.5
COc1ccc2[nH]c(=O)c(CN(CC3CCCO3)C(=O)Nc3ccc(F)cc3)cc2c1 (stereo not given)	1.3
CN(Cc1ccccc1)C(=O)c1cnc(Nc2ccc(F)cc2)c2ccccc12	-1.2
CCOC(=O)Cc1ccc(N(Cc2ccc(Cl)cc2)S(=O)(=O)c2cccc([N+](=O)[O-])c2)cc1	-0.7
COc1ccc(Oc2c(C(F)(F)F)oc3cc(OC(=O)c4ccc(OC)cc4)ccc3c2=O)cc1	5.5
O=C(Cn1nc(-c2ccccc2)ccc1=O)NCc1ccc2c(c1)OCO2	-6.8&-6.1
CCN(CCN(C)C)S(=O)(=O)c1ccc2c(c1)CCN2C(C)=O	2.8
CC1(C)Cc2c(c(N3CCOCC3)nc3sc(C(=O)c4ccccc4)c(NC(=O)c4ccccc4)c23)CO1	-20.6
COc1ccc(NC(=O)c2coc(=O)c3ccccc23)c(OC)c1	-11.4
NS(=O)(=O)c1ccc(NC(=O)N[C@@H](Cc2ccccc2)C(=O)O)cc1	-10.2
Clc1ccc(Nc2c(-c3ccsc3)nc3ccc(Cl)cn23)cc1	-12.3
Cn1cc(C(=O)N2CCN(c3ccc(F)cc3)CC2)c2c3ccccc3n(C)c2c1=O	-6.3
Oc1ccccc1C1Oc2ccccc2C2CC(c3cccs3)=NN21 (stereo not given)	-112.6
COc1ccc(NC(=O)c2ccco2)cc1NC(=O)c1ccc(C)cc1	-12.4
CCOc1ccc(NC(=O)CSC(N)=O)cc1	0.9
Cc1ccc2c(c1)-c1cccc3cccc(c13)C2=O	3.9
Cc1ccc(C(=O)NC2CCCCCC2)cc1N1CCCC1=O	-7.3
Cc1ccc(C(=O)c2cncc(Br)c2)cc1	-3.2
CCOC(=O)C1=C(CNCc2ccccc2Cl)NC(=O)NC1c1ccc2c(c1)OCO2 (stereo not given)	1.2
Cc1cc(NS(=O)(=O)c2ccc3c(c2)c(=O)n(C)c(=O)n3C)ccc1N1C(=O)c2ccc(Cl)cc2C1=O	-22.5
CCn1c(=O)cc(SCC(=O)N2CCN(c3ccccc3OC)CC2)c2ccccc21	-2.9
CCc1ccc(C2NC(=O)NC(C)=C2C(=O)OC(C)C)cc1 (stereo not given)	-6.5
Fc1ccccc1C=C1CCCC2=C1Nc1nnnn1C2c1ccccc1F (stereo not given)	2.8
COc1ccc(C(=O)N2N=C(c3cccc(Br)c3)CC2(O)C(F)(F)F)cc1 (stereo not given)	0.6
COc1ccc(CSCC(=O)Nc2ccccc2)cc1[N+](=O)[O-]	-5.3
Cc1ccc(CNc2ccc(N3CCOCC3)cc2)s1	-9.8&-5.5
CCCNC(C)C(=O)Nc1ccccc1C (stereo not given)	-0.3
Nc1ncnc(NCc2ccco2)c1[N+](=O)[O-]	4.3
COc1ccc(-n2nc3ccc(NC(=O)c4cc(Br)ccc4OC)cc3n2)cc1	-14.8
CCOc1cccc2c1OC(c1ccc(C(=O)OC)cc1)N1N=C(c3ccco3)CC21 (stereo not given)	-4.8

Sorted by number of heavy atoms (lowest first): three of the compounds above
SMILES	14-3-3g Raf
Cc1ccc2c(c1)-c1cccc3cccc(c13)C2=O	3.9
COc1ccc(C(=O)N2N=C(c3cccc(Br)c3)CC2(O)C(F)(F)F)cc1 (stereo not given)	0.6
Fc1ccccc1C=C1CCCC2=C1Nc1nnnn1C2c1ccccc1F (stereo not given)	2.8

(listing goes on)
SMILES	14-3-3g Raf
O=C(c1cc2c(=O)oc3ccccc3c2s1)N1CCN(c2ncccn2)CC1	-8.1
CC(C)(C)c1ccc(C2SCC(=O)N2c2ccccc2F)cc1 (stereo not given)	-3.2
COc1cc(CNc2cccc(F)c2)cc(Br)c1O	-8.4
O=C(CN1CCN(C(=O)N2CCOCC2)CC1)Nc1ccc(Br)cc1	1.3
COc1ccc(CN(Cc2nc3ccccc3c(=O)[nH]2)C(=O)NC2CCCCC2)cc1	-1.0
NC(=O)CSc1nc(N)cc(N)n1	-8.4
CCOc1ccc(CNC(=O)C2CCN(S(=O)(=O)N3CCCCC3)CC2)cc1	0.0
Cc1cc2cc(CCNC(=O)C(C)C)c(=O)[nH]c2cc1C	2.5
COc1ccc2nc3oc(C(=O)Nc4ccccc4F)cc3cc2c1	-0.8
COc1ccc(OC)c(CNS(=O)(=O)c2ccc3[nH]c(=O)sc3c2)c1	-12.2
CCCCCCNC(=O)C(C(=O)OCC)C1CCCCC1 (stereo not given)	-0.6
CCCCC1CCC(/C(N)=N/O)CC1 (stereo not given)	-3.0
Cc1cc(C)nc(Nc2nc3ccccc3s2)n1	-1.6
c1ccc(-c2nc(CSc3nnc(-c4cccs4)o3)cs2)cc1	-3.7
CC1CCCN(C(=O)c2ccc(N3CC4CC(C3)c3cccc(=O)n3C4)c(NC(=O)c3ccncc3)c2)C1 (stereo not given)	-9.6
COC(=O)c1[nH]c2cccc(Cl)c2c1NC(=O)CN(C)C1CCCCC1	3.8
Cn1c(=O)c2c(nc(N3CCCC3)n2CC(O)CO)n(C)c1=O (stereo not given)	-7.9&0.3
CCCCCn1c(CN2CCCCC2C)nc2c1c(=O)n(C)c(=O)n2C (stereo not given)	4.2
O=C(c1ccc(Br)o1)N1CCN(c2ccccn2)CC1	-3.8
CC(C)C1C2=C(CC(C)(C)CC2=O)ON1c1ccccc1 (stereo not given)	-2.5

Pulled by structure from the entries so far (three):
SMILES	14-3-3g Raf
CCOc1ccc(CNC(=O)C2CCN(S(=O)(=O)N3CCCCC3)CC2)cc1	0.0
O=C(c1cc2c(=O)oc3ccccc3c2s1)N1CCN(c2ncccn2)CC1	-8.1
O=C(c1ccc(Br)o1)N1CCN(c2ccccn2)CC1	-3.8

No new results follow: 5 of the compounds above.
SMILES	14-3-3g Raf
COC(=O)C(NC(=O)c1ccc(OC)cc1)C(C)C (stereo not given)	-13.3
CCN(CC)C(=O)c1c[nH]c2ccc(S(=O)(=O)Nc3ccccc3C)cc2c1=O	-14.1
Cc1ccc(-n2ncc3c(=O)[nH]c(SCC(=O)Nc4ccccc4)nc32)cc1C	7.5
COC(=O)c1cc2c(s1)CN(C1CCCc3ccccc31)C2 (stereo not given)	-44.1
O=C(NCc1ccc2c(c1)OCO2)c1ccc2nc3ccc(Cl)cc3c(=O)n2c1	-5.8

(next part)
SMILES	14-3-3g Raf
Cc1ccccc1NC(=O)CCN1CCN(c2ccccc2F)CC1	-6.8
CC1(C)NC(=O)N(CC(O)CN2C(=O)c3ccccc3C2=O)C1=O (stereo not given)	0.4
Cc1oc2c(c(C)cc3oc(=O)c4c(c32)CCC4)c1-c1ccccc1	0.1
CCCCNC(=O)Nc1cc(C(=O)OC)ccc1C	-4.5
CC1CC(C)CN(C(C(=O)NC2CCCC2)c2ccccc2)C1 (stereo not given)	-14.2
CCOC(=O)c1cnc2nc(NCc3ccc(OC)c(OC)c3)[nH]n2c1=O	0.0
COc1ccccc1N1CCN(C(=O)c2c(C)cc(=O)oc2C)CC1	-0.9
O=C(CCCCCN1C(=O)CCC1=O)NCc1ccccc1	-9.5
Oc1ccc(Cl)cc1C1=NCCNC(C(F)(F)C(F)F)=C1	-3.5
COc1cc2nc(C)n(-c3cc(C(C)(C)C)c(O)c(C(C)(C)C)c3)c2cc1OC	-1.4
O=C(CCc1ccccc1)Nc1cccc2nsnc12	-6.6
O=C(O)c1ccc(-c2ccc(C(=O)O)c(C(=O)O)c2)cc1C(=O)O	12.4
Cc1ccc2nsnc2c1NC(=O)COc1ccc(Br)cc1	-6.5
Cc1onc(-c2ccccc2Cl)c1C(=O)NCCCc1ccccc1	5.1
Cc1cn(C(=O)c2cccc(Br)c2)c(C)n1	-5.4
COC(=O)c1ccc(C2Nc3c(OC)cc(OC)cc3C3C=CCC32)cc1 (stereo not given)	-29.1
Cc1ccc(-n2nc(C(=O)Nc3cccnc3)c3c4ccccc4n(C)c3c2=O)cc1	-5.0
CCOc1ccc2nc(SCC#N)c(C#N)cc2c1	3.4
COc1ccc(NC(=O)CN(Cc2ccccc2)S(=O)(=O)c2ccc(C)cc2)cc1	-12.8
Nc1ncnc(N(Cc2ccccc2)c2ccccc2)c1[N+](=O)[O-]	-4.7
COc1ccccc1NC(=O)C1=C(C)NC(=O)NC1c1cccc(OC)c1OC (stereo not given)	-2.6
COc1ccc(C(c2nnnn2C2CCCC2)N2CCC(C)CC2)c(OC)c1 (stereo not given)	-2.7
COc1cccc(C(=O)N2CC(C)OC(C)C2)c1 (stereo not given)	-12.3
CCCN1C(=O)C2C(C(=O)Nc3ccc(Cl)cc3)C3C=CC2(O3)C1C(=O)NC1CCCC(C)C1C (stereo not given)	-13.3
COCCOC(=O)C1=C(C)N=C2SCCC(=O)N2C1c1ccccc1Cl (stereo not given)	7.8
O=C(c1nc2ncccn2n1)N1CCN(c2ccc(F)cc2)CC1	-3.1
COc1cc(-c2nnc(CSc3nc4ccccc4s3)o2)cc(OC)c1OC	-10.2
CCOc1ccc(-n2c(SCC(=O)Nc3ccc([N+](=O)[O-])cc3)nc3c(c2=O)SCC3)cc1	-7.6
CN1CCN(C(C(=O)NC2CCCCC2)c2ccc(Cl)cc2)CC1 (stereo not given)	-4.5
CCN(CC)C(=O)c1ccc(CS(=O)(=O)c2ccc(OC)cc2)o1	-5.3
Cc1ccccc1-c1nnc(-c2ccc(Br)cc2)o1	1.0
CCN(CC)S(=O)(=O)c1ccc(NC(=O)Cn2c(=O)sc3ccccc32)cc1	-8.9
Cc1ccc(CNC(=O)c2ccc3c(c2)N(Cc2cccc(Cl)c2)C(=O)CS3)cc1	-9.1
COc1cc(OC)c(NC(=O)c2ccc(N3CC4CC(C3)c3cccc(=O)n3C4)c(NC(=O)c3ccc(Br)o3)c2)cc1Cl (stereo not given)	-33.7
COc1cccc(C(=O)Nc2cccc(-c3nc4ncccc4o3)c2C)c1	-10.4
COc1ccc(-n2nc(C(=O)Nc3ccc(OC)c(Cl)c3)c3ccccc3c2=O)c(OC)c1	3.8
CC1(C)CC(=O)C2=C(C1)OC1=C(C(=O)CC(C)(C)C1)C2c1ccc(OCC(N)=O)cc1	-4.1
O=[N+]([O-])c1ccc(-c2nc(NCC3CCCO3)c3ccccc3n2)cc1 (stereo not given)	-2.4
CC(=O)C1=C(O)C(=O)OC1c1ccccc1 (stereo not given)	-0.7
O=C(C1CCN(S(=O)(=O)c2cccc3nsnc23)CC1)N1CCc2ccccc21	2.4
CCN(CC)CCn1c(=S)[nH]c2cc(C(=O)N3CCCC3)ccc2c1=O	-6.2
Cc1nn(CCc2nn[nH]n2)c2nc(C(F)(F)F)cc(C(F)(F)F)c12	-4.0
CCc1ccccc1NC(=O)CSc1nnc(COc2ccc(C)cc2)o1	2.9
COc1ccc(CCNC(=O)Cn2c(=O)n(-c3ccc(C)cc3)c(=O)c3ccccc32)cc1OC	-1.0
Cc1ccc(Cc2c(C)nc3c(C(=O)NCC4CCCO4)c[nH]n3c2=O)cc1 (stereo not given)	-5.1
COc1ccc(CCC(=O)NCc2ccco2)cc1	-20.4
OC(CNCC1COc2ccccc2O1)COc1ccccc1 (stereo not given)	-2.5
Cc1nc2cc(NC(=O)N3CCC(c4ccccc4)C3)ccc2n1C (stereo not given)	-8.9
c1ccc(-c2nn3nnnc3c3ccccc23)cc1	-1.5
O=S(=O)(c1ccc(Oc2ccccc2)cc1)N1CCOCC1	0.6

Assay outcomes: PubChem BioAssay, Emory University Molecular Libraries Screening Center
